MBNL1-CUG inh – MBNL1-poly(CUG) RNA binding inhibition. Q9NR56. TR-FRET MBNL1-His/biotin-(CUG)12 binding, 665/545 ratio. Potency, µM (doses to about 57.5 µM), for inactives: top-dose activity change, negative = inhibition, most hits filed as inhibitors. 280,000 tested, 0.036% active; active = well fitted inhibition curve with a large enough effect in the signal ratio, with a control signal flat, not every such curve was filed as active; inconclusive = small, poorly fitted or top-dose-only effect, or effect the other way, or a change in a side signal; inactive = no such curve, though single readings can be large or run the other way; the % refers to the signal ratio; note: % is set by controls: 0 for no effect and ±100 for the full control effect
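Compounds (final 92 nM to 58 uM) are added to His-tagged MBNL1 and biotin-(CUG)12, then terbium anti-His antibody and streptavidin-XL665 (5 nM final). After 60 min at room temperature, the 665/545 nm ratio is read.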
RORg inh – inhibitors of mouse ROR gamma transcriptional activity. 310,000 tested, 5.4% active. AID 2551. Potency, µM (highest dose often 53.6 µM), for inactives: at the top dose activity change, negative = inhibition, actives largely listed as inhibitors. P51450. Drosophila S2 Gal4-RORgamma UAS-luciferase reporter, 20 h; note: % is set by controls: 0 for no effect and ±100 for the full control effect; nearly all actives have a fitted effect of over 60% in size
Target sequence (P51450 whole entry, looked up, the tested form may be a part): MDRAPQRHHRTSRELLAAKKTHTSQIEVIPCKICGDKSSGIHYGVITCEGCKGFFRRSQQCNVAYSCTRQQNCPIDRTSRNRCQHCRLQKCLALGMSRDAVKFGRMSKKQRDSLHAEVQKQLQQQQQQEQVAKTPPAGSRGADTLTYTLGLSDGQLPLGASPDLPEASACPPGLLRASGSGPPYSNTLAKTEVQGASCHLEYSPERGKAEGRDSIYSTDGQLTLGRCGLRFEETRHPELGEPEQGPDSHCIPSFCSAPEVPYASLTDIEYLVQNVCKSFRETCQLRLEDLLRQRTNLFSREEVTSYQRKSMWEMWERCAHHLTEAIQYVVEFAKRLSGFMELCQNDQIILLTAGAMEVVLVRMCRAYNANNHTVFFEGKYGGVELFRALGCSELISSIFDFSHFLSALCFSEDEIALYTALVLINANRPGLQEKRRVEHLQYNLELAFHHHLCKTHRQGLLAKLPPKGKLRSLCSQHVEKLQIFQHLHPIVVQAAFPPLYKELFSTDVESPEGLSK
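In this cell-based reporter format, copper sulfate (700 uM final) drives Gal4–ROR gamma fusion expression from a metallothionein promoter in Drosophila Schneider cells; compounds preincubated 1 hr, reporter read after 20 hr at ambient temperature.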
NPC1 promoter act – activates the NPC1 promoter. Huh7 NPC1 promoter luciferase reporter, 24 h. Potency, µM (doses to about 9.22 µM), for inactives: top-dose activation, usual class: activators. 320,000 tested, 2.4% active. AID 485313;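 note: % of control where 0% means no effect; nearly all actives have a fitted effect of over 60% in size; reporter is driven by a mutant NPC1 promoter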
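Huh7 reporter cells (NPC1 promoter driving luciferase) are dosed with compound for 24 h at 37 °C, 5% CO2; luciferase detection reagent is then added and luminescence measured after 10 min at ambient temperature.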
Rab9 promoter act – activators of Rab9 promoter | Huh7 Rab9 promoter-luciferase reporter, luminescence, 24 h | Potency, µM (series often up to 9.22 µM), inactives show at the top dose activation, negative = inhibition, usual class: activators | 320,000 tested, 2.8% active | AID 485297; note: % of control where 0% means no effect; nearly all actives have a fitted effect of over 60% in size
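Cell-based reporter: Huh7 stable for Rab9 promoter-driven luciferase, plated in reduced-serum medium with 10% FBS at 1500 cells/well, compound-treated 24 h at 37 °C, luminescence read after 10 min reagent.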
ELG1 genotoxic – induces genotoxicity in HEK293T cells with luciferase-tagged ELG1. Potency, µM (titrated, usually from 46 µM), inactives show top-dose activity change, positive = activation, usual class: activators. HEK293T ELG1-luciferase reporter, luminescence, 16 h. 330,000 tested, 1.3% active; note: % of control where 0% means no effect; nearly all actives have a fitted effect of over 60% in size
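Step 1: seed 2,000 HEK293T ELG1-luciferase cells per well. Step 2: add compound or DMSO, incubate 16 hr at 37 °C. Step 3: ONE-Glo, 30 min at room temperature, read luminescence.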
MLL CXXC-DNA inh – MLL CXXC-DNA interaction inhibition | Potency, µM (titrated, usually from 115 µM), without a hit: at the top dose activity change, negative = inhibition, usual class: inhibitors | MLL-CXXC / FITC-HOXA9 DNA fluorescence polarization | 290,000 tested, 0.037% active | Q03164; active = well fitted inhibition curve with a large enough effect in the polarisation, with a control signal flat, not every such curve was filed as active; inconclusive = small, poorly fitted or top-dose-only effect, or effect the other way, or a change in a side signal; inactive = no such curve, though single readings can be large or run the other way; the % refers to the polarisation
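Fluorescence polarization: 7 uM MLL-CXXC (stock) preincubated 5 min with compounds, then 50 nM fluorescein-HOX-A9 DNA (stock) added; 30 min ambient. Buffer 50 mM Tris-HCl pH 7.5, 50 mM NaCl, 1 mM DTT, 0.05% BSA.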
uPA surface inh – inhibitors of cell surface uPA generation | cell surface uPA generation assay, qHTS | Potency, µM (doses to about 38.3 µM), for inactives: at the top dose activity change, negative = inhibition, hits mostly inhibitors | 330,000 tested, 0.31% active | AID 540303; active = well fitted inhibition curve with a large enough effect; inconclusive = small, poorly fitted or top-dose-only effect; inactive = no such curve, though single readings can be large or run the other way; tested in mouse RAW 264.7 cells; note: % is set by controls: 0 for no effect and ±100 for the full control effect; nearly all actives have a fitted effect of over 55% in size
VP16 counter – counter-screen for ROR gamma inhibitors: Gal4-VP16 reporter. Drosophila S2 Gal4-VP16 UAS-luciferase, luminescence, 20 h. Potency, µM (doses to about 53.6 µM), without a hit: at the highest dose activity, negative = inhibition, actives largely listed as inhibitors. 310,000 tested, 3.5% active;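 note: Gal4-VP16 expression switched on by copper sulfate through the metallothionein promoter; % is set by controls: 0 for no effect and ±100 for the full control effect; nearly all actives have a fitted effect of over 50% in size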
FLuc modulator – firefly luciferase modulation, counter-screen for miR-21 project. 360,000 tested, 6.9% active. Potency, µM (highest dose often 57.5 µM), without a hit: at the highest dose activity change, negative = inhibition, actives largely listed as inhibitors. P08659. purified FLuc, Km substrates, luminescence inhibition. AID 588342;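 note: plate controls were vehicle for no effect and reference inhibitor for full effect; nearly all actives have a fitted effect of over 55% in size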
Target sequence (P08659 whole entry, looked up): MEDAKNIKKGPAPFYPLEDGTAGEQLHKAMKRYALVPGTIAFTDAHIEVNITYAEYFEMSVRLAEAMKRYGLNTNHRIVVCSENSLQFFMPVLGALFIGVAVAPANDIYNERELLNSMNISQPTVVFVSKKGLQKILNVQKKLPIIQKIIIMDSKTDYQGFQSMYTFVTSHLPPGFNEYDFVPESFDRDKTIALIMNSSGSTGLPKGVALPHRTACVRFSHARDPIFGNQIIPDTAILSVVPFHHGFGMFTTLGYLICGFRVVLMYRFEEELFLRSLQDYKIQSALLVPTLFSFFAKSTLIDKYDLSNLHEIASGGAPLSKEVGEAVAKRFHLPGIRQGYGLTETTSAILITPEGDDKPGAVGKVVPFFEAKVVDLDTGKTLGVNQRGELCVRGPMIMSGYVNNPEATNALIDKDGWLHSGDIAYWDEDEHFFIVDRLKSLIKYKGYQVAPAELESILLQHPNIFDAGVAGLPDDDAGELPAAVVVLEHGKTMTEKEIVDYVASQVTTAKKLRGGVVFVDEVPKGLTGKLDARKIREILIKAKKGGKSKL
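Purified P. pyralis luciferase, 10 nM final, with Km-level 10 uM D-luciferin and 10 uM ATP in 50 mM Tris acetate pH 7.5, 10 mM Mg acetate, 0.01% Tween-20, 0.05% BSA; 6-point qHTS titration about 60 µM downward; luminescence read.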
BRCA1 expr up – increases BRCA1 expression; Potency, µM (highest dose often 46.1 µM), inactives show at the highest dose activation, most hits filed as activators; 380,000 tested, 1.1% active; MCF7-BRCA1-FFLuc reporter, luminescence, 48 h; response scale: scaled: vehicle 0%, 10 µM genistein 100%; AID 624202; note: nearly all actives have a fitted effect of over 80% in size; some results filed as inactive show a strong effect at the top dose
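MCF7 cells carrying a BRCA1-firefly luciferase reporter (2000 cells/well, phenol-red free MEM) were attached for 2 h at 37 °C, then given compounds for 48 h. Luminescence was read 15 min after luciferase reagent; activity normalized to genistein (10 microM) and DMSO.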
p53 reactivator – restores transcriptional activity of mutant p53; H1299 p53-A138V BP100-luciferase reporter, luminescence, 24 h; Potency, µM (highest dose often 92.2 µM), inactives show top-dose activity change, positive = activation, hits mostly activators; 320,000 tested, 0.063% active; AID 504706; note: % of control where 0% means no effect; nearly all actives have a fitted effect of over 45% in size
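p53-null H1299 cells stably carrying temperature-sensitive p53-A138V and a BP100-luciferase reporter were pinned with compounds (4-point, 1:5 series) and held 24 hrs at 37 deg C. Luminescence was read 10 min after detection reagent.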
The depositor's hits bear a star; ? = inconclusive; / = not tested or not shown; & = joins results of further samples; ! = not active in a repeat; [ ] = dose if it differs, or a comment. Unless noted, calls come from the whole dose curve; as a rule, active = well fitted curve in the direction sought with a large enough effect; inconclusive = small, poorly fitted or top-dose-only effect, or another doubt; inactive = no such curve, though single readings can be large; an effect the other way counts as inactive or inconclusive. Potency is the fitted concentration of half-maximal effect.

| molecule | MBNL1-CUG inh | RORg inh | NPC1 promoter act | Rab9 promoter act | ELG1 genotoxic | MLL CXXC-DNA inh | uPA surface inh | VP16 counter | FLuc modulator | BRCA1 expr up | p53 reactivator |
| --- | --- | --- | --- | --- | --- | --- | --- | --- | --- | --- | --- |
| Cn1c(=O)c2c(ncn2CCO)n(C)c1=O | 1% | -2% | 1% | 0% | / | -10% | 10% | -4% | -3% | 8% | / |
| O=C(Nc1ccc(C(=O)O)c(O)c1)c1ccccc1 | 0% | -5%&-20% | -3% | 2% | 0% | ? | 1% | -1%&-4% | 15µM* | -3% | -2% |
| COc1cc2nc(N3CCN(C(=O)[C@H]4COc5ccccc5O4)CC3)nc(N)c2cc1OC | -9% | -32% | -1% | -7% | 0% | ? | 12% | ? | 1% | -1% | / |
| COc1ccc(CN2CCN(C(c3ccc(F)cc3)c3ccc(F)cc3)CC2)c(OC)c1OC | / | 8%[10 µM] | / | / | / | 5% | ? | -13% | / | -9% | / |
| Nc1ncnc2nc[nH]c12 | 1% | -6%&21% | -4%&0% | 2%&5% | 14%&10% | 3%&3% | -21%&-19%&-18% | 2%&-3% | 4%&-1% | 42%&7%&29% | 0%&6% |
| COc1ccccc1OCCNCC(O)COc1cccc2[nH]c3ccccc3c12 (centres undefined) | 2%&2% | 1µM*! | -10%[46.1 µM] | -22%[46.1 µM] | / | ? | / | ? | 0%&-3% | / | / |
| COC(c1ccccc1)(c1ccccc1)C(Oc1nc(C)cc(C)n1)C(=O)O (centres undefined) | -7% | -12% | -4% | 2% | -1% | -7%&11% | 2% | 0%&-2% | 1% | -9% | 10% |
| COc1c(O)cc2c(c1O)[C@@H]1O[C@H](CO)[C@@H](O)[C@H](O)C1OC2=O (some centres undefined) | / | / | -1% | -4% | -3% | / | -4% | / | 1% | -1% | 1% |
| C=C1c2cccc(O)c2C(O)=C2C(=O)[C@]3(O)C(O)=C(C(N)=O)C(=O)[C@@H](N(C)C)[C@@H]3[C@@H](O)[C@H]12 | -12% | -39% | -1% | -1% | -5% | -23% | 9% | -5% | 2% | -3% | -1% |
| CC12CCC(=O)C=C1CCC1C2CCC2(C)C1CC[C@]2(O)C(=O)CO (some centres undefined) | -1% | -5% | -5% | 9% | 12% | 3% | -8% | -8% | 5% | -21% | 9% |
| NC(N)=NC(=O)Cc1c(Cl)cccc1Cl | -28% | ? | -5%[46.1 µM] | -7%[46.1 µM] | 0% | 15%&5% | -10% | ? | 1% | 0% | -2% |
| COc1ccc2nc(NC(=O)Nc3ccccc3)sc2c1 | -7% | ? | ? | 0.71µM* | ? | -5%&2% | ? | -20%&-28% | 0.48µM* | ? | ? |
| CNc1c2c(nn1C)CCCC2 | -3%&5% | -8%&-9%&-3% | -2%&-2% | 0%&-1% | 0%&1% | -12%&-11%&4% | -5%&6% | 20%&7%&3% | 1%&-1% | 9%&3% | 7%&0% |
| COc1ccc(/C=C/C(=O)O)cc1 | / | 5%&16% | / | / | -1% | 5% | -3% | -11%&-7% | / | 2% | 1% |
| CC[C@]1(O)C[C@@H]2CN(CCc3c([nH]c4ccccc34)[C@@](C(=O)OC)(c3cc4c(cc3OC)N(C)[C@H]3[C@@](O)(C(=O)OC)[C@H](OC(C)=O)[C@]5(CC)C=CCN6CC[C@]43[C@@H]65)C2)C1 | 2% | 35% | -34%[inhibitor] | -32%[inhibitor] | ? | 3% | -81% | 8% | 2% | ? | 5% |
| Cc1cccc(C)c1NC(=O)C1CCCCN1C (centres undefined) | -21% | 6%&29% | 0% | 1% | 1% | 7%&8% | 0% | -4%&6% | 2% | -17% | -1% |
| Cc1[nH]c2ccccc2c1/C=N/NC(N)=S | -7% | -39% | 2% | -1% | 4% | -9% | 7% | -9% | ? | -1% | -3% |
| C/C=C(/C)C(=O)O[C@@H]1c2cc(OC)c(OC)c(OC)c2-c2c(cc3c(c2OC)OCO3)C[C@H](C)[C@]1(C)O | -7% | 7% | -8% | -3% | 1% | 2% | 9% | 7% | -1% | 1% | -7% |
| CCCOC(=O)c1ccc(O)cc1 | / | -6%[10 µM] | 9% | 21% | ? | 0% | 8% | -10%&2%&0% | -13% | 104% | 1% |
| C/C=C(/C)C(=O)OC1c2c(ccc3ccc(=O)oc23)OC(C)(C)C1OC(=O)/C(C)=C\C (centres undefined) | 10% | ? | 3% | 0% | -18% | -3% | -24% | 5% | -1% | -40% | -2% |

Ten consecutive entries out of the list so far:
| molecule | MBNL1-CUG inh | RORg inh | NPC1 promoter act | Rab9 promoter act | ELG1 genotoxic | MLL CXXC-DNA inh | uPA surface inh | VP16 counter | FLuc modulator | BRCA1 expr up | p53 reactivator |
| --- | --- | --- | --- | --- | --- | --- | --- | --- | --- | --- | --- |
| NC(N)=NC(=O)Cc1c(Cl)cccc1Cl | -28% | ? | -5%[46.1 µM] | -7%[46.1 µM] | 0% | 15%&5% | -10% | ? | 1% | 0% | -2% |
| COc1ccc2nc(NC(=O)Nc3ccccc3)sc2c1 | -7% | ? | ? | 0.71µM* | ? | -5%&2% | ? | -20%&-28% | 0.48µM* | ? | ? |
| CNc1c2c(nn1C)CCCC2 | -3%&5% | -8%&-9%&-3% | -2%&-2% | 0%&-1% | 0%&1% | -12%&-11%&4% | -5%&6% | 20%&7%&3% | 1%&-1% | 9%&3% | 7%&0% |
| COc1ccc(/C=C/C(=O)O)cc1 | / | 5%&16% | / | / | -1% | 5% | -3% | -11%&-7% | / | 2% | 1% |
| CC[C@]1(O)C[C@@H]2CN(CCc3c([nH]c4ccccc34)[C@@](C(=O)OC)(c3cc4c(cc3OC)N(C)[C@H]3[C@@](O)(C(=O)OC)[C@H](OC(C)=O)[C@]5(CC)C=CCN6CC[C@]43[C@@H]65)C2)C1 | 2% | 35% | -34%[inhibitor] | -32%[inhibitor] | ? | 3% | -81% | 8% | 2% | ? | 5% |
| Cc1cccc(C)c1NC(=O)C1CCCCN1C (centres undefined) | -21% | 6%&29% | 0% | 1% | 1% | 7%&8% | 0% | -4%&6% | 2% | -17% | -1% |
| Cc1[nH]c2ccccc2c1/C=N/NC(N)=S | -7% | -39% | 2% | -1% | 4% | -9% | 7% | -9% | ? | -1% | -3% |
| C/C=C(/C)C(=O)O[C@@H]1c2cc(OC)c(OC)c(OC)c2-c2c(cc3c(c2OC)OCO3)C[C@H](C)[C@]1(C)O | -7% | 7% | -8% | -3% | 1% | 2% | 9% | 7% | -1% | 1% | -7% |
| CCCOC(=O)c1ccc(O)cc1 | / | -6%[10 µM] | 9% | 21% | ? | 0% | 8% | -10%&2%&0% | -13% | 104% | 1% |
| C/C=C(/C)C(=O)OC1c2c(ccc3ccc(=O)oc23)OC(C)(C)C1OC(=O)/C(C)=C\C (centres undefined) | 10% | ? | 3% | 0% | -18% | -3% | -24% | 5% | -1% | -40% | -2% |

(further entries)
| molecule | MBNL1-CUG inh | RORg inh | NPC1 promoter act | Rab9 promoter act | ELG1 genotoxic | MLL CXXC-DNA inh | uPA surface inh | VP16 counter | FLuc modulator | BRCA1 expr up | p53 reactivator |
| --- | --- | --- | --- | --- | --- | --- | --- | --- | --- | --- | --- |
| Nc1c2c(nc3ccccc13)CCCC2O (centres undefined) | / | 1%&-16% | 8%[46.1 µM] | 5%[46.1 µM] | / | 1% | -11% | 0%&3% | / | 2% | / |
| CCCCC1C(=O)N(c2ccccc2)N(c2ccccc2)C1=O | ? | -12%&-11%&1%&9%&-1% | -1%[46.1 µM] | -9%[46.1 µM] | 2% | -1%&-3% | 7% | -7%&6%&-4%&-5%&-8% | ? | 2% | 6% |
| COc1cc([C@H]2Oc3cc([C@H]4Oc5cc(O)cc(O)c5C(=O)[C@@H]4O)ccc3O[C@@H]2CO)ccc1O | -12% | 19%&-2% | -10% | -3% | -2% | 5%&5% | 1% | 1%&2% | 0% | 13% | 6% |
| O=c1cc(-c2ccc(O)cc2)oc2cc(O[C@@H]3O[C@H](CO)[C@@H](O)[C@H](O)[C@H]3O[C@@H]3OC[C@](O)(CO)[C@H]3O)cc(O)c12 | ? | 22% | 0% | -1% | 2% | 2% | 3% | -21% | 1% | 23% | 2% |
| Cc1cccc2c1NC(=O)/C2=C\C(=O)c1cccs1 | 5% | 7.1µM* | 0% | 0% | 8% | -4% | -8% | ? | 4.8µM* | -70% | -13% |

From PubChem

Not all compounds are listed (hit frequency here may not be typical).
